OX1R antag-1 = blocks the human orexin 1 receptor. O43613. OX1R-expressing cells, FRET antagonist read-out. inhibition, % at 6.6 µM. hit rate 1.8% among 330,000. AID 485270; in the data active = inhibition mostly above about 38%, no sharp cut-off; inactive = mostly below about 40%;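 note: 0% = agonist challenge alone and 100% = reference antagonist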
Target sequence (O43613 whole entry, looked up): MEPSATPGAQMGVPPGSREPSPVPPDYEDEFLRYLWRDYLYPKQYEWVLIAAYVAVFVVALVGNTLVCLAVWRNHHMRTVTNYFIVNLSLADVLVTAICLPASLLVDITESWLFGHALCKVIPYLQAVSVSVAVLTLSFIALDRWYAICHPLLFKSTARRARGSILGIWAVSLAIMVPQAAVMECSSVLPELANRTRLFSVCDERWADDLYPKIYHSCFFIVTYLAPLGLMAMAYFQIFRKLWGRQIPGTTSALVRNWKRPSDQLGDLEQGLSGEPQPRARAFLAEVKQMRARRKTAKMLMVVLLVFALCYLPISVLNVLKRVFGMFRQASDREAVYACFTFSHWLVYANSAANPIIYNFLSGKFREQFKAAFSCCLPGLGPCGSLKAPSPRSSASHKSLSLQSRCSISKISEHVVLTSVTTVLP
OX1R antag-2 = antagonists of human orexin 1 receptor | O43613 | CHO/OX1R cells, Fluo-8 calcium fluorescence, orexin A | inhibition, % at 5 µM | hit rate 0.43% among 330,000 | AID 434989;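 active = inhibition above its plate's threshold, mean inhibition of all tested compounds on the plate plus 3 SD, cut at about 37% in these data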;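 note: 0% = orexin A challenge wells and 100% = SB-334867-A antagonist wells; not every result past the cut was called active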
STK33 inh = human STK33 kinase inhibition. Q9BYT3. purified STK33, MBP phosphorylation, ADP-Glo luminescence. inhibition, % at 10 µM. hit rate 0.073% among 320,000;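 active = inhibition at or above 25%, using the most active replicate where run in duplicate; inactive = inhibition below 25%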
Target sequence (Q9BYT3 whole entry, looked up): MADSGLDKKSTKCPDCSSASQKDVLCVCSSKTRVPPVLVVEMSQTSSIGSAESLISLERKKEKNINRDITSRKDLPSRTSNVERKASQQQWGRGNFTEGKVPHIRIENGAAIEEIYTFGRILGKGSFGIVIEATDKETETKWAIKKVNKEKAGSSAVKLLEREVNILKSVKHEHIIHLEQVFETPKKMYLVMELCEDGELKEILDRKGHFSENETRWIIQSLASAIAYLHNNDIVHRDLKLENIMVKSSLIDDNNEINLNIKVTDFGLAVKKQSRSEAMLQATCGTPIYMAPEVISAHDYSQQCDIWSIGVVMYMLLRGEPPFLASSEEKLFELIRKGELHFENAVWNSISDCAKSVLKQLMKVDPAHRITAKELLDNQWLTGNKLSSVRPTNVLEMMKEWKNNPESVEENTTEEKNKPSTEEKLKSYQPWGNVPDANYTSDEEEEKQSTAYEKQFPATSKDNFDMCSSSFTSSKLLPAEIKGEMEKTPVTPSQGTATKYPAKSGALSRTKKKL
Starred values were filed as active, the others as inactive; · = not tested or not shown.

OX1R antag-1	OX1R antag-2	STK33 inh	Molecule
7	-7	-0.5	CCc1ccc(NC(=O)CCN2C(=O)c3cccnc3C2=O)cc1
24	-8	1.3	O=C(CNS(=O)(=O)c1ccc(Br)cc1)NC1CCCC1
19	-28	-0.7	COc1ccc(S(=O)(=O)N2CCN=C2SCc2cccc(F)c2)cc1
12	2	0.8	CCOc1ccc2[nH]c(=O)c(CN(CCc3ccccc3)C(=O)N3CCOCC3)cc2c1
15	-26	-0.1	O=[N+]([O-])c1ccc(Sc2cccc3cccnc23)cc1
3	-16	-0.7	Cc1c(C(=O)NCCN2CCOCC2)oc2ccccc12
16	-38	-0.4	CCOC(=O)c1oc2ccc(S(=O)(=O)n3nc(-c4ccc(Cl)cc4)cc3N)cc2c1C
10	0	-0.4	O=C(COC(=O)Cc1c(Cl)cccc1Cl)Nc1ccc2[nH]c(=O)[nH]c2c1
37	-26	·	COc1ccc(OC)c(S(=O)(=O)Nc2c(NC3CCCCC3)c3ccccc3oc2=O)c1
17	-15	-1.9	CCC(Sc1nc2cc3c(cc2c(=O)n1Cc1ccco1)OCO3)C(=O)NCCOC (configuration not stated)
3	-3	-0.6	Nn1c(Cc2ccccc2)nc2cc(Cl)ccc2c1=O
18	-25	0.4	Cc1ccc(N(CC(=O)NCc2ccc(F)cc2)C(=O)c2snc(C(N)=O)c2N)cc1C
-5	-25	0.7	O=[N+]([O-])c1ccc(NCc2ccccc2N2CCC(CO)CC2)nc1
11	-11	-3.2	COc1ccc(S(=O)(=O)N(C)c2ccc(C(=O)Nc3ccccc3C(=O)N3CCOCC3)cc2)cc1
33	-7	-0.5	O=C(COC(=O)c1ccc([N+](=O)[O-])cc1)Nc1cccnc1Cl
25	6	-1.1	CCc1[nH]nc2c1C(c1cccc(OC(=O)N3CCOCC3)c1)C(C#N)=C(N)O2 (configuration not stated)
21	-9	-1.8	S=C(NCCN1CCOCC1)N1CCN(c2cccc(Cl)c2)CC1
26	-14	0.1	Cc1cc(=O)[nH]c(-c2cccs2)n1
13	-12	-1.3	O=S(=O)(NCCc1ccccn1)c1ccc(OC(F)(F)F)cc1
40	10	5.3	C=CCNC(=O)CN(c1cc(Cl)ccc1OC)S(=O)(=O)c1ccc(C)c([N+](=O)[O-])c1
1	-22	-0.2	CCOC(=O)C1CCN(C(=O)c2ccc3nc(-c4ccc(OC)cc4)c(-c4ccc(OC)cc4)nc3c2)CC1
18	-5	-2.2	COc1ccc(CNC(=O)CSCc2c(F)cccc2Cl)cc1
6	7	·	CN=C1N(C)C[C@@H]2[C@@H]3C(=O)N(C)C(=O)[C@@H]3[C@](C)(C(=O)OC)N12
22	0	0.1	Cc1ccc(S(=O)(=O)N2C(=O)CCC2C(=O)O/N=C(\N)c2cccc([N+](=O)[O-])c2)cc1 (configuration not stated)
11	-7	-0.4	COCCNC(=O)/C(C#N)=C/c1cccc(/C=C(\C#N)C(=O)NCCOC)c1
4	7	0.8	O=C(O)/C=C/c1ccc(S(=O)(=O)Nc2cccnc2)cc1
9	-13	1.3	Cc1ccc(S(=O)(=O)/C=C2\NC(=O)CS2)cc1
6	-14	1.5	O=C1CCCC/C1=C\Nc1ccc(Cl)cn1
20	-17	-0.9	O=C(OCc1nnc(-c2ccccc2)o1)c1cccc(-n2cnnn2)c1
20	-26	-0.6	C=CCNC(=S)NNC(=O)COc1c(Cl)cc(Cl)cc1Cl
33	-8	·	Cc1ccc(C(NC(=O)NC(C)c2ccccc2)C(Cl)(Cl)Cl)cc1F (configuration not stated)
1	-7	-0.2	CCOC(=O)N1CCN(C(=O)Nc2ccc3nccnc3c2)CC1
21	-25	0.6	COc1ccc(-c2nnc(NC(=O)C3CCCO3)s2)cc1 (configuration not stated)
9	-11	-0.8	COc1cccc(C2C=C(c3ccc(OC)cc3OC)Nc3nnnn32)c1 (configuration not stated)
9	-17	3.8	Cc1cc2n(n1)SC(Nc1cccc3ccccc13)N2 (configuration not stated)
9	-33	-1.1	CCCn1c(SCC(=O)OCc2ccccc2)nc2c1c(=O)n(C)c(=O)n2C

The list goes on, starting with the last seven of the part before.
OX1R antag-1	OX1R antag-2	STK33 inh	Molecule
20	-26	-0.6	C=CCNC(=S)NNC(=O)COc1c(Cl)cc(Cl)cc1Cl
33	-8	·	Cc1ccc(C(NC(=O)NC(C)c2ccccc2)C(Cl)(Cl)Cl)cc1F (configuration not stated)
1	-7	-0.2	CCOC(=O)N1CCN(C(=O)Nc2ccc3nccnc3c2)CC1
21	-25	0.6	COc1ccc(-c2nnc(NC(=O)C3CCCO3)s2)cc1 (configuration not stated)
9	-11	-0.8	COc1cccc(C2C=C(c3ccc(OC)cc3OC)Nc3nnnn32)c1 (configuration not stated)
9	-17	3.8	Cc1cc2n(n1)SC(Nc1cccc3ccccc13)N2 (configuration not stated)
9	-33	-1.1	CCCn1c(SCC(=O)OCc2ccccc2)nc2c1c(=O)n(C)c(=O)n2C
1	8	-1.6	N#Cc1ccc[n+](CC(=O)c2ccc(NC(=O)c3ccccc3)cc2)c1
15	-15	0.4	CCc1cccc(NS(=O)(=O)c2c(C)nc3sc(CC)nn3c2=O)c1
7	1	-2.1	O=C(Cn1nnc2c(cnn2-c2ccc(F)cc2)c1=O)c1ccccc1F
19	-3	-1.0	CC(C)Oc1ccc(C(=O)Nc2ccc(NC(=O)c3ccco3)c(Cl)c2)cc1
18	-12	-1.3	COc1cc(OC)c(C2SCCS2)c(OC)c1
40	-41	-0.3	Nc1c2c(nc3ccc(Br)cc13)N(C1CCCCC1)CC2
25	-12	-1.3	CCCOC(=S)Nc1ccccc1
15	-5	-5.2	Clc1ccc(N2CCN(c3cnc4ccccc4n3)CC2)cc1
3	-6	-0.9	Cc1ccc(C2(C)NC(=O)N(CC(=O)N(C)CC(=O)Nc3cccc(F)c3)C2=O)cc1 (configuration not stated)
3	-16	-0.7	COc1ccc(S(=O)(=O)N2CCOCC2)cc1NC(=O)c1cccs1
8	-13	-1.9	CC(=O)C1=C(C)NC2=C(C(=O)CC(C)(C)C2)C1C (configuration not stated)
23	-12	-2.1	N#Cc1cc([N+](=O)[O-])ccc1N1CCN(c2ccccc2O)CC1
14	-10	-0.1	COc1cc(/C=N/NC(=O)CCN2CCN(C)CC2)cc2c1OCO2
13	2	4.2	Cc1[nH]nc(-c2ccc(O)cc2O)c1-c1nc2ccccc2s1
28	-31	1.4	c1cncc(-c2nc(N3CCOCC3)c3c4c(sc3n2)CCC4)c1
26	-43	0.6	CCc1nn(CCCC(=O)Nc2ccc(C)cc2C)c(=O)c2cc3occc3n12
15	0	0.8	Cc1cc(S(=O)(=O)N2CCOCC2)ccc1OCC(=O)Nc1cccc(F)c1
4	-28	-0.8	CCOC(=O)C1(CCOc2ccccc2)CCN(CC=C(C)C)CC1
1	-12	-3.0	O=C(COC(=O)Cn1cnc2ccccc21)Nc1ccccc1C(F)(F)F
3	-8	-1.0	Cc1cc(COc2ccccc2)oc1C(=O)O
1	-5	-0.8	CSc1ccccc1OCc1cc(C(=O)NC(C)CCn2cccn2)no1 (configuration not stated)
28	-21	1.0	CC(=O)n1cc([C@H]2C=C(C(=O)N3CCN(Cc4ccccc4)CC3)O[C@@H](OCCCCO)C2)c2ccccc21
10	-12	-1.3	COc1cccc(CNS(=O)(=O)c2c(C)nc3sccn3c2=O)c1
14	-4	-0.5	COc1cccc(NC(=O)NCCCCc2ccccc2)c1
15	-30	-2.0	COc1ccc(C(C(=O)NC(C)(C)C)N(Cc2ccccc2)C(=O)CCC(=O)Nc2cc(C)on2)cc1 (configuration not stated)
8	-24	-1.4	CN(CC1CCN(CCc2cccc(C(F)(F)F)c2)CC1)C(=O)c1ccc(F)cc1
11	-31	0.8	Cc1cc(C)n(-c2ccc(C(=O)OCC(=O)Nc3ccc(Cl)cc3[N+](=O)[O-])cc2)n1
12	-9	-0.1	CCOc1ccc(OCC(=O)OCC(=O)N(CC(C)C)c2c(N)n(Cc3ccccc3)c(=O)[nH]c2=O)cc1
-12	-20	0.3	Cc1cccc(C)c1NC(=O)c1cnccn1
13	-10	-1.0	N#Cc1cccc(CN2CCC(=O)N(CCO)CC2)c1
18	-26	4.7	CC(NCc1ccc2c(c1)OCO2)C(=O)NC1CCCCC1 (configuration not stated)
5	0	-0.4	Cc1ccc(C(=O)N/C(=C\c2ccccc2)C(=O)NCCCn2ccnc2)cc1
13	-5	0.5	COc1ccc(-c2cc3c(=O)n(CC(=O)NCCCN4CCN(Cc5ccccc5)CC4)ncn3n2)cc1
20	-24	0.7	C=CCN(C(=O)CCC(=O)Nc1cc(C)on1)C(C(=O)NC1CCCC1)c1ccc(Cl)cc1 (configuration not stated)
16	57*	-0.5	Fc1ccc(NC(=S)N2CCCN(c3ccc(C(F)(F)F)cn3)CC2)c(F)c1
24	-10	-1.8	COc1cc([N+](=O)[O-])cc(/C=N\NC(=O)C2COc3ccccc3O2)c1O (configuration not stated)
3	-29	-2.1	Cc1ccc2nc(Cl)c(/C=N/NC(=O)[C@H]3C[C@@H]3c3ccccc3)cc2c1
13	13	-2.1	CC1(C)CC(N2CCC(=O)N(C3CC(C)(C)NC(C)(C)C3)C2)CC(C)(C)N1
16	-1	0.5	C/C(=N\NC(=O)c1cccnc1)c1c(O)cc(C)oc1=O
7	-1	-1.0	COCCN1C(=O)C(=O)/C(=C(/O)c2cccc(S(=O)(=O)N(C)C)c2)C12C(=O)N(C)c1ccccc12 (configuration not stated)
15	-28	·	CCCN(CCC)CCCNC(=O)c1nn(-c2cccc(OC)c2)c(=O)c2ccccc12
2	-1	-0.8	Cc1cc(C(=O)N2C(C)CCCC2C)no1 (configuration not stated)
10	-11	-0.4	CC(C)CCNC(=O)c1ccccc1SCC(=O)NC1CCCCCCC1
10	-5	-2.5	Nc1c(Cl)ncnc1NCc1ccccc1
1	2	-0.3	O=C(COc1ccccc1F)NNC(=O)Cn1c(=O)cnc2ccccc21
-12	75*	0.9	NC1=NC[C@H](Cc2ccccc2)N1CCCCC1CCCCC1
7	-26	0.6	COc1ccc(N/N=C(\C#N)C(=N)N2CCOCC2)cc1
26	7	-0.9	CCOC(=O)c1cc(OC(=O)c2cccc([N+](=O)[O-])c2)n(-c2ccccc2)n1
70*	9	-1.3	COc1ccc(S(=O)(=O)N2CCCOC2CNC(=O)C(=O)NCCc2ccco2)cc1C (configuration not stated)
-1	-29	-1.3	Cc1sc2ncnc(SCC(=O)N3CCC(c4noc5ccc(F)cc45)CC3)c2c1C
40	-28	-1.1	Cc1nn(Cc2ccc(Cl)cc2)c(C)c1NC(=O)c1cc(C(C)C)on1
13	-14	0.7	COc1ccc(-n2nc(C(=O)NCC(=O)NC(C)C)c3ccccc3c2=O)cc1Cl
49	-19	1.1	COc1ccc(C2Nc3ccccc3C(=O)N2c2ccc(F)cc2)cc1Cn1nnc2ccccc21 (configuration not stated)
27	-10	-0.8	O=C(CC1Nc2ccccc2NC1=O)c1ccccc1 (configuration not stated)
21	-34	-0.7	CC(C)CCNc1ncnc2c1nnn2Cc1ccccc1Cl
13	-38	0.4	CCOc1cc(C2NN=C(c3ccccc3)S2)ccc1OCc1ccccc1Cl (configuration not stated)
10	-13	-1.0	CCCCN(C(=O)c1c(CC)noc1C)c1c(N)n(CCCC)c(=O)[nH]c1=O
20	1	2.0	CCOC(=O)C(=Cc1c[nH]c2ccc(S(=O)(=O)N(C)C)cc12)C(=O)OCC
7	-35	1.1	CCCOc1cc(C)c(S(=O)(=O)N2CCN(C)CC2)cc1C
8	17	12	Oc1ccc(/C=N/Nc2nn3cnnc3c3ccccc23)cc1

Limited to STK33 inh and OX1R antag-1 (three entries from above):
| SMILES | STK33 inh | OX1R antag-1 |
| --- | --- | --- |
| CCOc1cc(C2NN=C(c3ccccc3)S2)ccc1OCc1ccccc1Cl (configuration not stated) | 0.4 | 13 |
| CCCCN(C(=O)c1c(CC)noc1C)c1c(N)n(CCCC)c(=O)[nH]c1=O | -1.0 | 10 |
| CCOC(=O)C(=Cc1c[nH]c2ccc(S(=O)(=O)N(C)C)cc12)C(=O)OCC | 2.0 | 20 |

Going on with the list.
OX1R antag-1	OX1R antag-2	STK33 inh	Molecule
12	-17	-0.3	O=C(Nc1nccs1)c1ncc(Cl)c(Cl)c1Cl
11	16	0.6	OCC[C@H]1C[C@H](O)[C@@H](O)[C@]2(CCc3ccccc3CO2)O1
24	-17	-2.4	N#Cc1cc([N+](=O)[O-])ccc1Oc1cccc(/C=N/NC(=O)c2cccc(Cl)c2)c1
15	-27	-1.9	CC(=O)N1c2ccc(S(=O)(=O)N3CCC(C(=O)Nc4cccc(C)n4)CC3)cc2CC1C (configuration not stated)
0	-24	-0.6	O=C(CNC(=O)c1ccccc1F)N/N=C/c1cccs1
3	-21	-2.7	O=C(NC(Cc1ccccc1)C(=O)O)/C(=C/c1ccc(Br)cc1)NC(=O)c1ccc(Br)o1 (configuration not stated)
20	-29	0.2	CCc1ccc(N(C(=O)CNC(=O)c2ccco2)C(C(=O)NCC2CCCO2)c2ccccc2)cc1 (configuration not stated)
11	-30	-0.9	Cc1ccc(-n2nc3c(=O)n(CCCC(=O)NCc4ccccc4F)nc(C)c3c2C)cc1
2	-21	-0.6	CCN1CCN(CCCNC(=O)c2cc3sccc3n2CC)CC1
23	-27	0.0	COC(=O)c1c(NC(=O)Cc2cccs2)sc2c1CCCC2
16	-13	1.5	CCOC(=O)Cc1nc(-c2ccccc2)n[nH]1
40	-17	-0.4	CC(=O)N1CC23C=CC(CC2CC12CCCCCC2)O3 (configuration not stated)
7	-14	-1.3	CCOC(=O)c1c(C)[nH]c(=S)c(C#N)c1-c1ccc(OC)cc1
-6	-33	-0.3	Cc1ccc(C(=O)N2CCN(S(=O)(=O)c3ccccc3C#N)CC2)cc1S(=O)(=O)N1CCOCC1
